Peg3 promoter – Peg3 promoter-driven luciferase inhibitors, primary screen, cell-based, HeLa, luciferase luminescence; HeLa PEG-Prom luciferase reporter, overnight; inhibition, % at 20 µM; 360,000 compounds, 1.7% hits; AID 588405, 2011;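 active = inhibition of at least 50% at 20 µM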
HIF-2a inh – HIF-2a reporter inhibitors, primary screen, luminescence, 786-0 RCC cells. 786-0 RCC cells HIF-2a reporter, luciferase luminescence, overnight. inhibition, % at 18.8 µM. 360,000 compounds, 0.72% hits;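 active = inhibition of the luminescence signal of 40% or more relative to plate controls, in a single-dose primary screen at 18.75 µM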
NR2E3 ag-1 – NR2E3 agonists in two-hybrid cells, primary screen, cell-based, luminescence, CHO-S, Gal4-NCOR/VP16-NR2E3. inhibition of corepressor binding, % at 3.98 µM. AID 602229, 2012. luciferase. Photoreceptor-specific nuclear receptor (Homo sapiens), Q9Y5X4. 360,000 compounds, 0.35% hits;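 active = inhibition above the mean of all tested compounds plus 3 SD, cut at about 70% in these data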;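 note: 0% = DMSO with NR2E3 transfected cells and 100% = cells lacking NR2E3 construct; higher means lower luciferase signal from less NR2E3 corepressor binding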
Target sequence (Q9Y5X4 whole entry, looked up, the tested form may be a part): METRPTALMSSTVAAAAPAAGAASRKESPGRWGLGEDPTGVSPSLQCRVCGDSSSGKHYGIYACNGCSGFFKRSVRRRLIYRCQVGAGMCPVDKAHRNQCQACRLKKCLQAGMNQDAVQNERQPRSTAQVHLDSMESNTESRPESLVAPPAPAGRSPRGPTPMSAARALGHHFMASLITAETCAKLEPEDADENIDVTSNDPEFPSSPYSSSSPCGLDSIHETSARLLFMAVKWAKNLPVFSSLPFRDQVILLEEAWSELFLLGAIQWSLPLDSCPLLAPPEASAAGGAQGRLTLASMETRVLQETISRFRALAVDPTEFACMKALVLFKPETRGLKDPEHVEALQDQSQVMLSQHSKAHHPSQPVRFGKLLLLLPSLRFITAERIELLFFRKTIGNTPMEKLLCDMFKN
CF NFkB inh – inhibitors of PAF-induced NF-kB signaling, primary screen, cell-based, GFP fluorescence, uHTS; KKLEB NF-kB-GFP reporter, GFP fluorescence overnight; AID 588850, 2011; 360,000 compounds, 0.86% hits; inhibition, % at 5 µM;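 active = at least 50% inhibition at 5 µM, scaled per plate between neutral and stimulator controls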;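 note: PAF is a Pseudomonas aeruginosa culture filtrate used as stimulus; plate controls were PAF-stimulated DMSO wells for no effect and unstimulated DMSO wells for full effect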
TRAIL sens C8 – viability loss with TRAIL in NB7+C8 cells, primary screen, TRAIL sensitizer project, cell-based, ATPlite luminescence | inhibition (viability loss, TRAIL sensitization), % at 10 µM | 360,000 compounds, 1% hits;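 active = compounds causing at least 50% loss of cell viability in the single-dose screen, relative to plate controls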
TRPM1 prom inh – inhibitors of MITF-dependent TRPM1 promoter reporter, primary screen, cell-based, SK-MEL-5, single point, luciferase. 330,000 compounds, 0.83% hits. inhibition, % at 12.5 µM. SK-MEL-5 TRPM1 promoter luciferase, 24 h;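 active = mean inhibition across replicates of 60% or more, whatever share of single replicates reaches that level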; note: values of inactives mirror those of a sister screen read the other way
iPSC survival up – enhancers of single-cell hiPSC survival, primary screen, ATPlite luminescence; 100% = ROCK inhibitor wells, 0% = DMSO; survival enhancement, % at 20 µM; 360,000 compounds, 0.044% hits; in the data active = survival enhancement above about 18%;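 note: cells exposed to compounds for 16 hours before the ATP read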
EBV LMP1 NFkB – EBV LMP1-driven NF-kappaB luciferase reporter inhibitors, primary screen, cell-based, luminescence, single point. inhibition, % at 12.5 µM. LMP1-induced NF-kappaB luciferase reporter cells. 350,000 compounds, 0.69% hits; in the data active = inhibition above about 41%;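 note: 0% = neutral control wells and 100% = reference inhibitor control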
NR2E3 ag-2 – inhibitors of NR2E3-RetCOR corepressor binding, primary screen, NR2E3 agonist project, biochemical, TR-FRET, GST-NR2E3, biotin-RetCOR | 1536-well | AID 2300, 2010 | inhibition of corepressor binding, % at 4.78 µM | 320,000 compounds, 0.12% hits;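 active = percent inhibition above the cutoff of mean plus 3 SD of all tested compounds, set per screening campaign, cut at about 20% in these data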;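 note: 0% = DMSO wells and 100% = biotin wells as full block of FRET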
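Material: NR2E3–RetCOR corepressor complex / Incubation: Compound–protein incubation for 5 h at 4 °C / Dosing: compound at 4.8 µM, single dose / Detection: time-resolved FRET / Benchmarks: high control biotin, low control 0.6% DMSO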
KKLEB tox – cytotoxicity in KKLEB CF airway cells, primary screen, cytotoxicity control for CF NF-kB inhibitor project, cell-based, uHTS, fluorescence assay plates. KKLEB CF airway cells viability, ATPlite luminescence, overnight; stronger effect = lower value; cells stimulated with P. aeruginosa culture filtrate. activity change (cytotoxicity), % at 5 µM. 360,000 compounds, 0.36% hits. AID 602141, 2011;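 active = corrected activity change at or below -50% at 5 µM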
Shn3 3UTR inh – reduction of Shn3 3'UTR firefly luciferase signal, primary screen, Schnurri-3 inhibitor project, cell-based, Clone20 osteoblasts, set 2; 360,000 compounds, 0.52% hits; Clone20 osteoblast Shn3 3'UTR firefly luciferase, 24 h; inhibition, % at 12.5 µM;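 active = mean inhibition of at least 75% with every replicate also reaching 75%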;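 note: 0% = median of neutral control wells and 100% = pilot-screen positive control compound; some compounds past the cut are filed as inactive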
Starred values were filed as active, the others as inactive; . = no result given. This is a subset. The share of hits here may be higher or lower than overall.

SMILES	TRPM1 prom inh	EBV LMP1 NFkB	Peg3 promoter	NR2E3 ag-1	NR2E3 ag-2	CF NFkB inh	Shn3 3UTR inh	KKLEB tox	iPSC survival up	HIF-2a inh	TRAIL sens C8
COC(=O)[C@H]1[C@@H](C)N(CCc2cc(OC)c(OC)c(OC)c2)C(=O)N[C@H]1c1ccccc1	-3.4	5.2	13.7	11.6	-2.2	4.8	16.2	-2.1	-1.5	7.6	4.1
COc1ccc(NC(=O)C/C(C)=N/NC(=O)C(=O)Nc2cccc(Cl)c2C)c(OC)c1	3.4	-2.9	-11.3	-29.5	1.9	-4.3	-3.8	7.2	0.1	-12.0	-1.3
CCCOc1ccc(NC(=O)c2c(-c3ccccc3)noc2C)cc1	-3.9	10.1	9.2	26.6	0.2	-7.3	-7.8	2.6	-2.8	-10.8	2.8
COc1cc(C2C(C#N)=C(N)N(N(C)C)C3=C2C(=O)CCC3)cc(OC)c1OC (configuration not stated)	-5.0	-8.9	-0.6	3.1	-2.0	-1.7	-12.7	-14.2	-0.4	1.9	-2.9
CCN1CC=C2C(C#N)=C(N)C(C#N)(C#N)C(c3cc(Cl)ccc3Cl)C2C1 (configuration not stated)	9.1	-1.7	15.6	12.1	2.5	2.6	-0.1	-7.4	5.2	23.3	-4.0
CCc1cc(-c2n[nH]c(CCC(=O)O)c2-c2nc3ccccc3n2C)c(O)cc1O	2.7	-1.7	9.0	-10.9	0.6	12.7	17.8	-6.8	0.4	25.8	-1.0
CC(C(=O)NC1CCCC1)N1CCN(S(=O)(=O)c2ccc(C(C)(C)C)cc2)CC1 (configuration not stated)	1.0	-3.0	4.4	17.0	-3.4	-11.4	26.6	7.7	0.9	4.1	2.5
COc1ccccc1CNC(=O)CCNC(=O)N1CC(=O)Nc2ccccc21	0.7	5.1	2.8	5.3	-0.7	8.1	2.0	15.2	-0.5	7.0	-7.0
CSc1ccccc1C(=O)C1CCCN(C(=O)c2csnn2)C1 (configuration not stated)	-16.7	4.4	-47.6	-32.5	1.3	-4.7	-16.9	14.0	0.5	-109.6	1.0
O=C(N/N=C/c1cccnc1)c1cc(O)c(O)c(O)c1	8.3	12.3	14.2	-20.2	7.8	10.2	-3.8	4.4	1.5	-14.4	-17.4
Cc1ccc(NC(=O)C/C(N)=N/O)cc1C	9.8	-0.8	0.6	-10.1	3.9	2.4	-19.8	0.1	3.0	-5.4	0.5
O=C(c1cc(COc2ccc(F)cc2F)on1)N1CCSCC1	-59.7	-21.5	-297.4	-91.5	-1.2	1.4	-68.3	-6.0	1.9	-288.9	5.7
COc1ccccc1NS(=O)(=O)c1ccc2oc(SC)nc2c1	10.6	-1.3	14.8	33.6	1.1	13.1	32.0	3.0	-0.1	11.9	-0.9
O=C(/C=C/c1ccccc1[N+](=O)[O-])OC1CCCCC1=O (configuration not stated)	-8.2	5.6	-1.0	-11.5	0.2	-1.4	1.9	-0.4	-0.8	-8.8	-2.2
O=C(CCc1ccc(S(=O)(=O)N2CCOCC2)cc1)Nc1ccc(F)cc1[N+](=O)[O-]	14.2	2.2	7.3	5.1	.	-3.6	22.3	20.9	-1.2	-7.5	-5.2
Cc1c(C(=O)NCc2ccccc2C(F)(F)F)sc(=O)n1Cc1cccc(C(F)(F)F)c1	.	.	15.0	12.8	.	-6.9	11.7	3.3	0.3	17.8	-5.1
NC(=O)C(F)(F)C12OC3C4C5CC(C6C5C3C61)C42 (configuration not stated)	4.5	1.4	20.2	-24.5	3.1	10.2	-22.8	-22.1	0.5	10.1	4.3
O=C(COC(=O)c1ccc2[nH]c3c(c2c1)CCCC3)Nc1ccccc1	-6.9	-5.9	-63.2	-61.8	0.6	-3.8	-28.2	18.0	1.3	-108.5	10.3
CC1=C(c2ccc(C)cc2)[N+](=O)C(C)(C)N1[O-]	8.9	1.8	7.2	-16.8	1.7	-9.1	3.0	2.8	1.8	15.2	-3.2
CCCn1c(=O)c(C(=O)NCCc2ccc(Cl)cc2)c(O)c2ccccc21	12.3	-3.0	39.5	0.0	.	-8.0	-21.6	-9.6	-0.7	31.6	-2.4
CCN(CC(=O)NC1CC1)S(=O)(=O)c1ccc(C)cc1	3.6	4.8	6.8	-23.8	-0.6	-22.9	10.6	-2.8	-0.3	9.3	-15.9
O=C1CC(c2ccc(F)cc2)C2=C(CCCC2=O)N1 (configuration not stated)	2.3	1.4	13.2	-4.6	2.8	-0.2	-16.8	1.8	-3.6	5.2	2.6
CC(C)(C)OC(=O)N1CCC2(CC1)Oc1ccc(F)cc1C(=O)C21CC(c2cccnc2)=NO1 (configuration not stated)	6.3	-6.5	-1.2	37.3	4.4	10.1	-12.6	-9.8	-1.0	8.4	6.2
Cc1cc(/C=C2/NC(=S)NC2=O)c(C)n1-c1cccnc1	-8.2	3.5	-71.4	-48.5	-0.7	-22.4	-37.6	-15.3	-3.9	-75.5	16.2
Cc1ccc(C(=O)NCCNC(=O)c2cccnc2)cc1	-2.7	-2.1	0.8	-19.5	5.4	-5.7	-12.4	2.4	-0.5	9.0	-3.1
CN1CCC(N(C)C(=O)/C(C#N)=C/c2ccccc2)CC1	-10.2	9.1	-11.8	-21.2	.	8.4	-15.0	2.7	-0.1	25.7	8.0
CCNc1nc(NC(C)C)nc(Oc2ccc(=O)n(C)n2)n1	6.8	-6.5	3.6	-14.7	2.7	-1.6	8.6	-17.5	0.6	5.1	-1.9
O=c1cc(NCc2ccco2)c2ccccc2o1	-2.0	5.0	11.6	-23.6	2.7	4.6	12.3	6.5	-3.0	7.0	-4.1
COc1ccc(NC(=O)N2CCCCCC2)cc1OC	8.9	4.1	-10.9	1.3	3.7	10.6	11.5	12.5	-0.3	-9.2	26.1
CCOC(=O)C1CCN(CC(=O)Nc2cc(S(=O)(=O)N3CCCCC3)ccc2Cl)CC1	18.2	12.7	15.6	7.0	.	-3.6	70.1	0.9	-0.1	15.8	13.7
Cc1nnc(NC(=O)c2ccccc2-c2ccccc2C(=O)O)s1	3.3	-0.7	6.2	-8.1	2.3	5.1	6.1	-11.0	0.1	14.2	8.5
CCc1nn2c(=O)c(S(=O)(=O)Nc3ccc(Cl)cc3)c(C)nc2s1	9.5	-0.6	24.1	-37.1	5.9	-1.4	14.4	5.1	-0.4	10.1	19.7
CCCCCN(C(=O)CCC(=O)OCC(=O)NC1CCC(C)CC1)c1c(N)n(CCCC)c(=O)[nH]c1=O (configuration not stated)	1.7	-6.8	-19.7	-11.5	1.5	6.2	-71.3	-12.5	-0.4	-5.5	-11.8
O=C(c1ccc(COc2ccccc2[N+](=O)[O-])o1)N1CCCCCC1	-43.1	-15.8	-112.0	-41.2	1.6	-10.4	-14.9	-6.0	-0.7	-146.0	1.7
Nc1nc(SCC(=O)NC2CCCc3ccccc32)n[nH]1 (configuration not stated)	-7.7	3.2	4.1	-5.1	2.2	2.5	-9.4	1.9	0.6	14.9	5.6
CC(=O)Nc1ccc(-c2ccnc3c2CC(C)(C(=O)NCCC(F)(F)F)O3)cc1 (configuration not stated)	.	.	22.0	-19.3	.	-13.4	14.8	14.4	-0.7	9.8	-8.0
Cn1nc(C(F)(F)F)c(C(=O)Nc2cccc(Cl)c2)c1Cl	-3.1	-1.9	0.2	-9.2	-2.8	-14.7	2.7	8.0	-1.1	14.7	-3.5
CCOC(=O)COc1ccc2c(=O)c(-c3ccccc3)coc2c1	-16.3	0.5	14.7	-5.9	0.8	-11.9	3.4	3.6	3.4	27.8	-5.6
O=C(/C=C/c1cccc(Cl)c1)NCCCN1CCOCC1	2.0	-7.7	3.9	-10.1	-0.5	-8.0	12.4	7.3	-0.3	-1.6	14.4
C=CCn1c(O)c(C(CC)=NCc2cccnc2)c(=O)[nH]c1=O	1.0	-28.6	4.9	9.8	0.8	-24.9	6.5	-4.8	0.7	6.9	-4.9
COC(=O)CN=C1OC(=O)N2C(=O)C3=C4[C@@H](C[C@H]5C(=O)N(c6ccccc6)C(=O)[C@H]5[C@H]4[C@@]12Cc1ccccc1)[C@H]1C(=O)N(c2ccccc2)C(=O)[C@H]1[C@H]3C	6.1	-2.7	-16.4	-8.1	-0.4	7.2	-5.3	6.7	-0.5	9.1	10.1

Compounds from the list above with a furan ring, fused or not (two):
SMILES	TRPM1 prom inh	EBV LMP1 NFkB	Peg3 promoter	NR2E3 ag-1	NR2E3 ag-2	CF NFkB inh	Shn3 3UTR inh	KKLEB tox	iPSC survival up	HIF-2a inh	TRAIL sens C8
O=c1cc(NCc2ccco2)c2ccccc2o1	-2.0	5.0	11.6	-23.6	2.7	4.6	12.3	6.5	-3.0	7.0	-4.1
O=C(c1ccc(COc2ccccc2[N+](=O)[O-])o1)N1CCCCCC1	-43.1	-15.8	-112.0	-41.2	1.6	-10.4	-14.9	-6.0	-0.7	-146.0	1.7

Screens deposited in PubChem BioAssay by several laboratories.
